High-throughput results deposited in PubChem by several laboratories.
E-sel TNF inh – blocks E-selectin expression induced by TNF alpha; HUVEC TNFa-induced E-selectin immunofluorescence, high content; hit rate 0.71% among 120,000; AID 1246; inhibition, % at 2 µM;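 active = inhibition above the batch mean plus 3 SD, and confirmed as a hit on visual image review, cut at about 43% in these data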;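 also: 0% = TNF-stimulated DMSO wells and 100% = unstimulated control wells; not every result past the cut was called active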
bCat KO growth – beta-catenin-lacking colon tumor cell growth suppression; HCT116 beta-catenin knockout viability, CellTiter-Glo, 60 h; active compounds read low; viability, % at 10 µM; hit rate 1.5% among 140,000; AID 818;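 active = viability at or under a set limit, the compound median less 4 SD, cut at about 6% in these data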;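 also: 0% = Hyamine 1622 control at 20 µM and 100% = untreated cell control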
HCT116 PTEN-null – growth suppressors of cells with PTEN tumor suppressor deletion | HCT116 PTEN-null viability, CellTiter-Glo, 60 h; active compounds read low | viability, % at 10 µM | hit rate 1.2% among 140,000;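 active = viability at or below a set limit, 4 SD under the median of all tested compounds, cut at about 3.7% in these data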;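 also: PTEN knockout HCT116 line with beta catenin targeted HCT116 as companion control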
Yeast lifespan up – yeast lifespan extension; S. cerevisiae growth with nicotinamide, OD615; deaD strain in restrictive glucose medium; inhibition of the nicotinamide effect, % at 10 µM; hit rate 0.68% among 130,000; AID 775;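 active = inhibition above a set limit, placed 3 SD over the median of all compounds, cut at about 26% in these data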;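 also: 0% = nicotinamide-treated wells and 100% = cells grown without nicotinamide; some compounds called inactive have numbers as strong as hits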
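System: Modified budding yeast, DeaD strain | Buffer or medium: Restrictive glucose medium | Also added: 1.5 mM nicotinamide | Doses: 10 µM single point, 0.25% DMSO | Schedule: 48 h compound exposure at 30 °C, humidified | Detection: Absorbance at 615 nm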
NPY-Y2 antag – NPY-Y2 (human) receptor antagonism | P49146 | NPY-Y2 expressing cells, antagonist mode | inhibition, % at 2.7 µM | hit rate 0.99% among 140,000 | AID 793; in the data active = inhibition above about 17%;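 also: 0% = vehicle with agonist challenge and 100% = reference antagonist with challenge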
Target sequence (P49146 whole entry, looked up): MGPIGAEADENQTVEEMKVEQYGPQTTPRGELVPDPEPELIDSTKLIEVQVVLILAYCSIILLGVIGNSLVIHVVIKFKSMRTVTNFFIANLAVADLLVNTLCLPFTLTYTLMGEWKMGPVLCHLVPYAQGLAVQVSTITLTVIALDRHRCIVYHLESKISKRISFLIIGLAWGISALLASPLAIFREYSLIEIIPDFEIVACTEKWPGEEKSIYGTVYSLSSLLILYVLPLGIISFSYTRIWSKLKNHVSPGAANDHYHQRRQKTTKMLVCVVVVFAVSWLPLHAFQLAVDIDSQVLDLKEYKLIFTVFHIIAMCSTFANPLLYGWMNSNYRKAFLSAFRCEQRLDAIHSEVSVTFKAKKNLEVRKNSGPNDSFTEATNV
Phagocyt inh – inhibitors of macrophage phagocytosis; hit rate 0.07% among 110,000; inhibition, % at 5 µM; AID 1029; J774A.1 macrophage IgG-bead phagocytosis, imaging;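 active = inhibition above the mean of the plate negative controls plus 5 SD, cut at about 13% in these data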;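 also: phagocytic index as fraction of beads internalized from green versus red external bead signal; plate controls were DMSO negative control for no effect and cytochalasin-D positive control for full effect; some results beyond the cut were filed as inactive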
MRP-1 activ – MRP-1 activation. H69AR cells + doxorubicin, viability rescue, CellTiter-Glo. viability increase, % at 10 µM. hit rate 0.61% among 140,000. AID 799;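 active = viability gain under doxorubicin at or above a set limit, the compound median plus 3 SD, cut at about 4.7% in these data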;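 also: MRP-1 overexpressing cells given doxorubicin 25 µM after compound pretreatment; 18-22 h compound pretreatment then 72 h with doxorubicin before readout; 0% = doxorubicin-only wells and 100% = vehicle-treated cells without doxorubicin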
Measles CPE – protection of cells from measles virus; Measles virus-infected cells, CPE protection, absorbance; protection (pct of control), % at 4 µM; hit rate 1.5% among 140,000; AID 841; in the data active = protection mostly above about 24%, no sharp cut-off; inactive = mostly below about 26%; also: some compounds called inactive have numbers as strong as hits
GALR2 antag – blocks the human galanin receptor 2 | O43603 | GALR2-expressing cells, antagonist mode | inhibition, % at 4 µM | hit rate 0.39% among 140,000; in the data active = inhibition above about 27%;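 also: cells stimulated with galanin 1-16 at roughly its EC80; 0% = agonist challenge control and 100% = basal control without agonist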
Target sequence (O43603 whole entry, looked up): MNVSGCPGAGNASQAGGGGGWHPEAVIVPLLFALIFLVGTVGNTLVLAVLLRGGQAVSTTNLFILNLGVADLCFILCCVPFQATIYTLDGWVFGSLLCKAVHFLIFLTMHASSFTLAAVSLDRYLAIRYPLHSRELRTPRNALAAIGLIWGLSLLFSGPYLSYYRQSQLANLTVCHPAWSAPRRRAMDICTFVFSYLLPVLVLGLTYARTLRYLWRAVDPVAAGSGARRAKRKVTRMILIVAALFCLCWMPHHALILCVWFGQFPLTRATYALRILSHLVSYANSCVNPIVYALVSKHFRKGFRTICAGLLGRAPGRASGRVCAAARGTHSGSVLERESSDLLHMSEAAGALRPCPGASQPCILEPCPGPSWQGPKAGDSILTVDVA
BB579 growth dn – yeast BB579 growth reduction in restrictive medium; S. cerevisiae BB579 growth, OD615, 48 h; inhibition, % at 10 µM; hit rate 0.51% among 140,000; AID 804;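 active = inhibition above a set limit, 3 SD over the mean compound inhibition, cut at about 44% in these data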; also: inactives centre near -24
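Assay system – yeast BB579 (DeaD) · Dosing – single compound dose of 10 µM, 0.25% DMSO final · Detection – OD615 turbidity measurement · Buffer or medium – CSMM-D restrictive synthetic medium containing dextrose (glucose) · Benchmarks – positive control amphotericin B 10 µg/mL · Incubation – 48 h exposure, 30 °C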
* = called active by the depositor.

Screening COc1cc(C(=O)NCCc2ccc(S(N)(=O)=O)cc2)cc(OC)c1OC returned E-sel TNF inh -15, bCat KO growth 91, HCT116 PTEN-null 99, Yeast lifespan up -10, NPY-Y2 antag 2, Phagocyt inh 1, MRP-1 activ -1.8, Measles CPE 6, GALR2 antag -1 and BB579 growth dn -32.
For Cc1cc(O)ccc1NC(=O)c1ccccc1 the results were E-sel TNF inh -5, bCat KO growth 82, HCT116 PTEN-null 79, Yeast lifespan up -13, NPY-Y2 antag 3, Phagocyt inh -5, MRP-1 activ -3.2, Measles CPE 40, GALR2 antag 5 and BB579 growth dn -11.
Screening CSc1nc(NCc2ccco2)c2ccccc2n1 returned E-sel TNF inh 13, bCat KO growth 89, HCT116 PTEN-null 78, Yeast lifespan up -12, NPY-Y2 antag 1, Phagocyt inh -1, MRP-1 activ -1.6, Measles CPE 15, GALR2 antag -7 and BB579 growth dn -80.
`Cc1cc(C)c(C#N)c(Sc2nnnn2-c2ccccc2)n1` gave bCat KO growth 99, HCT116 PTEN-null 104, Yeast lifespan up -5, NPY-Y2 antag 2, Phagocyt inh -1, MRP-1 activ -1.0, Measles CPE 7, GALR2 antag 11 and BB579 growth dn -14.
For CC(C)(C)NC(=O)c1oc2ccccc2c1COc1ccccc1 the results were bCat KO growth 74, HCT116 PTEN-null 74, Yeast lifespan up -7, NPY-Y2 antag 13, Phagocyt inh 1, MRP-1 activ 2.3, Measles CPE 15, GALR2 antag 5 and BB579 growth dn -25.
`CCCCNS(=O)(=O)c1ccc(OC)c(Cl)c1Cl` gave E-sel TNF inh 1, bCat KO growth 101, HCT116 PTEN-null 92, Yeast lifespan up -2, NPY-Y2 antag 2, Phagocyt inh 1, MRP-1 activ -2.5, Measles CPE 6, GALR2 antag 8 and BB579 growth dn -14.
`COc1ccccc1N(C)S(=O)(=O)c1ccc(C(=O)NC(C)(C)C)cc1` gave E-sel TNF inh -12, bCat KO growth 92, HCT116 PTEN-null 82, Yeast lifespan up -15, NPY-Y2 antag 2, Phagocyt inh 0, MRP-1 activ -0.4, Measles CPE 14, GALR2 antag -5 and BB579 growth dn -37.
`Cn1c(=O)cc(OCC(=O)NC2CCCCC2)c2ccccc21` gave E-sel TNF inh 11, bCat KO growth 101, HCT116 PTEN-null 99, Yeast lifespan up -17, NPY-Y2 antag 6, Phagocyt inh -1, MRP-1 activ -2.1, Measles CPE 7, GALR2 antag -13 and BB579 growth dn 12.
Cc1n(CC(O)COC2CCCCC2)c2ccccc2[n+]1C (stereo not given) was read as E-sel TNF inh 11, bCat KO growth 95, HCT116 PTEN-null 96, NPY-Y2 antag -3, MRP-1 activ 2.7, Measles CPE 29, GALR2 antag -5 and BB579 growth dn -32.
CCC(Cc1ccccc1)NC(=O)CN1C(=O)CSc2ncccc21 (stereo not given) was read as E-sel TNF inh -11, bCat KO growth 82, HCT116 PTEN-null 81, Yeast lifespan up -2, NPY-Y2 antag 3, Phagocyt inh 0, MRP-1 activ -0.9, Measles CPE 11, GALR2 antag 7 and BB579 growth dn -11.
Screening CC1(c2ccccc2)NC(=O)N(CC(=O)NC(=O)NC2CCCC2)C1=O (stereo not given) returned bCat KO growth 95, HCT116 PTEN-null 97, Yeast lifespan up -5, NPY-Y2 antag -1, Phagocyt inh 0, MRP-1 activ 0.1, Measles CPE 18, GALR2 antag 2 and BB579 growth dn 4.
For O=C(c1cccc(S(=O)(=O)N2CCOCC2)c1)N1CCN(c2ccc(F)cc2)CC1 the results were E-sel TNF inh -52, bCat KO growth 94, HCT116 PTEN-null 87, Yeast lifespan up 4, NPY-Y2 antag 2, Phagocyt inh -2, MRP-1 activ -2.6, Measles CPE 12, GALR2 antag -6 and BB579 growth dn -15.
Screening COC(=O)c1oc2nc(C)cc(C)c2c1N returned E-sel TNF inh 21, bCat KO growth 92, HCT116 PTEN-null 91, Yeast lifespan up -17, NPY-Y2 antag 1, Phagocyt inh 0, MRP-1 activ -0.3, Measles CPE 5, GALR2 antag 1 and BB579 growth dn -13.
NC(=O)NC(c1ccccc1)c1ccccc1F (stereo not given) was read as E-sel TNF inh 16, bCat KO growth 96, HCT116 PTEN-null 97, Yeast lifespan up -9, NPY-Y2 antag 3, Phagocyt inh 0, MRP-1 activ 0.3, Measles CPE 9, GALR2 antag -3 and BB579 growth dn -5.
Screening Cc1cc(C)c(S(C)(=O)=O)c(Oc2ccc(C(C)(C)C)cc2)n1 returned E-sel TNF inh -6, bCat KO growth 75, HCT116 PTEN-null 72, Yeast lifespan up 3, NPY-Y2 antag 5, MRP-1 activ -2.1, Measles CPE 33, GALR2 antag -21 and BB579 growth dn -14.
Screening CCc1cccc2c(=O)c(C(=O)N3CCCCCC3)c[nH]c12 returned E-sel TNF inh 4, bCat KO growth 99, HCT116 PTEN-null 94, Yeast lifespan up 2, NPY-Y2 antag 3, Phagocyt inh -1, MRP-1 activ -0.4, Measles CPE 12, GALR2 antag -11 and BB579 growth dn -66.
`COC(=O)c1ccc(OCc2nc(N)nc(N3CCOCC3)n2)cc1` gave bCat KO growth 91, HCT116 PTEN-null 79, Yeast lifespan up -12, NPY-Y2 antag 2, Phagocyt inh -4, MRP-1 activ -1.6, Measles CPE 10, GALR2 antag 4 and BB579 growth dn -31.
CCc1ccccc1NC(=O)CC1CS(=O)(=O)CC1CC(=O)Nc1ccccc1CC (stereo not given) was read as bCat KO growth 91, HCT116 PTEN-null 95, Yeast lifespan up 2, NPY-Y2 antag 3, Phagocyt inh -12, MRP-1 activ -0.6, Measles CPE 14, GALR2 antag -6 and BB579 growth dn -33.
`COc1ccc(Br)cc1C(=O)Nc1ccc(O)cc1` gave E-sel TNF inh -11, bCat KO growth 97, HCT116 PTEN-null 97, Yeast lifespan up -8, NPY-Y2 antag -1, Phagocyt inh 1, MRP-1 activ -0.9, Measles CPE 5, GALR2 antag 4 and BB579 growth dn -19.
For CC(C)NC(=O)Cn1c(SCC(=O)N2CCCc3ccccc32)nc2ccccc21 the results were E-sel TNF inh -9, bCat KO growth 102, HCT116 PTEN-null 100, Yeast lifespan up -1, NPY-Y2 antag 3, Phagocyt inh 0, MRP-1 activ -0.7, Measles CPE 7, GALR2 antag 5 and BB579 growth dn -77.
For COc1ccc(/C=N/Nc2ncnc(Cl)c2N)cc1OC the results were bCat KO growth 94, HCT116 PTEN-null 99, Yeast lifespan up -8, NPY-Y2 antag 3, Phagocyt inh -6, MRP-1 activ 0.6, GALR2 antag 3 and BB579 growth dn -14.
Cc1nnc(N(Cc2ccco2)C(=O)c2cccc(C#N)c2)s1 was read as E-sel TNF inh -26, bCat KO growth 88, HCT116 PTEN-null 105, Yeast lifespan up -11, NPY-Y2 antag -2, Phagocyt inh -2, MRP-1 activ -1.0, Measles CPE 0, GALR2 antag -1 and BB579 growth dn -29.
Screening CC(C)(C)NC(=O)CN(Cc1cccs1)C(=O)c1csnn1 returned E-sel TNF inh -6, bCat KO growth 92, HCT116 PTEN-null 95, Yeast lifespan up -1, NPY-Y2 antag 1, Phagocyt inh -1, MRP-1 activ 0.2, Measles CPE 6, GALR2 antag -7 and BB579 growth dn -22.
O=C(NNc1ccccc1Br)C(O)(c1cccc(C(F)(F)F)c1)c1cccc(C(F)(F)F)c1 was read as E-sel TNF inh -29, bCat KO growth 1.9*, HCT116 PTEN-null 2.1*, Yeast lifespan up 3, NPY-Y2 antag 13, Phagocyt inh -1, MRP-1 activ -4.7, Measles CPE 2, GALR2 antag 5 and BB579 growth dn -56.
`CSc1sc(C)cc1/C=N/O` gave E-sel TNF inh -30, bCat KO growth 86, HCT116 PTEN-null 85, Yeast lifespan up -5, NPY-Y2 antag -2, Phagocyt inh -1, MRP-1 activ -2.3, Measles CPE 3, GALR2 antag 14 and BB579 growth dn -14.
For CC(C)(C)N=C1SCC(C)(/C=N/O)S1 (stereo not given) the results were bCat KO growth 92, HCT116 PTEN-null 104, Yeast lifespan up -7, NPY-Y2 antag -1, MRP-1 activ -1.7, Measles CPE 55*, GALR2 antag 1 and BB579 growth dn -15.
For CCOc1ccc(-c2nc(C#N)c(NC3CC3)o2)cc1 the results were E-sel TNF inh 5, bCat KO growth 92, HCT116 PTEN-null 99, Yeast lifespan up -25, NPY-Y2 antag -1, Phagocyt inh -1, MRP-1 activ -1.0, Measles CPE 14, GALR2 antag 8 and BB579 growth dn 16.
Screening Cc1ccc(C)c(NS(=O)(=O)c2c(C)ccc3nsnc23)c1 returned E-sel TNF inh 32, bCat KO growth 90, HCT116 PTEN-null 89, Yeast lifespan up -3, NPY-Y2 antag 2, Phagocyt inh 0, MRP-1 activ 1.0, Measles CPE 6, GALR2 antag 0 and BB579 growth dn -58.
`CCOc1ccc(NC(=O)/C(C#N)=C/c2ccc(N3CCCC3)c(C)c2)cc1` gave bCat KO growth 95, HCT116 PTEN-null 93, Yeast lifespan up 4, NPY-Y2 antag 2, Phagocyt inh -1, MRP-1 activ -1.5, Measles CPE 29, GALR2 antag -3 and BB579 growth dn -38.
Screening CC(Nc1cc(=O)n(C)c(=O)[nH]1)c1ccccc1 (stereo not given) returned E-sel TNF inh 10, bCat KO growth 96, HCT116 PTEN-null 103, Yeast lifespan up -4, NPY-Y2 antag 2, Phagocyt inh -1, MRP-1 activ -0.8, Measles CPE 9, GALR2 antag 4 and BB579 growth dn -13.
`CCC(=O)N(CC(=O)Nc1sc(C)c(C)c1C(N)=O)C1CCCCC1` gave E-sel TNF inh -5, bCat KO growth 88, HCT116 PTEN-null 96, Yeast lifespan up -3, NPY-Y2 antag 5, Phagocyt inh 0, MRP-1 activ -0.7, Measles CPE 7, GALR2 antag 12 and BB579 growth dn -25.
Screening CC(C)C1CC(CCNCc2ccc(N(C)C)cc2)(c2ccccc2)CCO1 (stereo not given) returned bCat KO growth 2.3*, HCT116 PTEN-null 2.6*, Yeast lifespan up -3, NPY-Y2 antag 2, Phagocyt inh -1, MRP-1 activ -6.0, Measles CPE 7, GALR2 antag -17 and BB579 growth dn -18.
For O=C(CC(=O)c1cc(Cl)ccc1O)c1ccccc1 the results were E-sel TNF inh -12, bCat KO growth 16, HCT116 PTEN-null 22, Yeast lifespan up -12, NPY-Y2 antag 3, Phagocyt inh -1, MRP-1 activ -2.4, Measles CPE 11, GALR2 antag 3 and BB579 growth dn 82*.
`Cc1ccc(Cn2c(NCCc3ccccc3)nc3c2c(=O)n(C)c(=O)n3C)cc1` gave E-sel TNF inh 15, bCat KO growth 77, HCT116 PTEN-null 88, Yeast lifespan up -3, NPY-Y2 antag 9, Phagocyt inh -1, MRP-1 activ -1.2, Measles CPE 4, GALR2 antag 2 and BB579 growth dn -52.
